TbREL1 primary = TbREL1 RNA ligase inhibitors, primary screen, biochemical, FRET fluorescence | RNA-editing ligase 1, mitochondrial (Trypanosoma brucei brucei), P86926 | TbREL1 RNA ligation | inhibition, % at 9.66 µM | 89,000 compounds, 0.49% hits | AID 1117264, 2014;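 active means inhibition above the mean inhibition across all screened compounds plus 3 SD, cut at about 11% in these data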;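 further: 0% = plate median of test wells and 100% = NSC42067 control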
* marks the source's active call; other numbers are inactive results. An excerpt; the hit share may differ from the screen's.

item	TbREL1 primary	SMILES
1	3.3	Nc1c2ccccc2nc2ccccc12
2	1.3	COc1ccc(C(=O)c2ccccc2)c(O)c1
3	-5.5	CCC(C(=O)Nc1ccccc1N1CCCC1)c1ccccc1 (stereo not drawn)
4	0.8	O=C(Nc1cc(-c2ccccc2)nn1-c1ccccc1F)c1ccc([N+](=O)[O-])cc1
5	0.3	CC(=O)Oc1ccc2c(C)cc(=O)oc2c1
6	1.2	O=C(O)c1ccc(-n2nc(-c3ccccc3O)nc2-c2ccccc2O)cc1

An excerpt from above in order of the TbREL1 primary value, highest first:
item	TbREL1 primary	SMILES
6	1.2	O=C(O)c1ccc(-n2nc(-c3ccccc3O)nc2-c2ccccc2O)cc1
4	0.8	O=C(Nc1cc(-c2ccccc2)nn1-c1ccccc1F)c1ccc([N+](=O)[O-])cc1
3	-5.5	CCC(C(=O)Nc1ccccc1N1CCCC1)c1ccccc1 (stereo not drawn)

Screening results as filed in PubChem.
